# Source: PubChem
# TDP43 rescue – rescues yeast growth from TDP-43 toxicity; Potency, µM (series often up to 46.1 µM), for inactives: at the top dose growth rescue (activation), most hits filed as activators; 1.8% of 410,000 active; TDP-43 expressing yeast growth rescue, BacTiter-Glo, 24 h; also: potency is read from the fitted curve at half-maximal effect; % of control where 0% means no effect; nearly all actives have a fitted effect of over 50% in size
#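 Galactose-induced TDP-43 yeast, OD600=0.02, compound pinned; 24 hr, 30 deg C; BacTiter-Glo luminescence for growth. Inhibitors of TDP-43 toxicity read as activators.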
# GLP-1R inv ag – acts as inverse agonist at human GLP-1 receptor; HEK293 GLP-1R CRE-luciferase, luminescence, 24 h; GLP-1R form is constitutively active; 1.6% of 410,000 active; Potency, µM (series often up to 38.3 µM), for the others: top-dose activity change, negative = inhibition, actives largely listed as inhibitors; also: potency is read from the fitted curve at half-maximal effect; % is scaled to controls: 0 for no effect and ±100 for the full control effect; nearly all actives have a fitted effect of over 55% in size
#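 HEK293 cells stably co-expressing a cAMP-responsive luciferase reporter and constitutively active GLP-1R were seeded, incubated 12 h, then exposed to compounds for 24 h at 37 C. Luminescence was read 12 min after detection reagent; inverse agonists lower signal.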
# GLP-1R agonist – GLP-1 receptor (human) agonism; 0.007% of 380,000 active; Potency, µM (top dose mostly 45.6 µM), for inactives: top-dose activation, hits mostly activators; HEK293 GLP-1R CRE-luciferase, luminescence, 4-6 h; cells express a hypersensitive GLP-1R form; also: potency is read from the fitted curve at half-maximal effect; % of control where 0% means no effect
# DRD3 antagonist – D3 dopamine receptor (human) antagonism. AID 652054. 2.5% of 360,000 active. D3R cells, DiscoveRx beta-arrestin luminescence, antagonist mode; active compounds read low. P35462. max response, negative = inhibition, %; in the data active = max response below about -50%; inconclusive = no clear call, values can overlap the other calls; also: % is scaled to controls: 0 for no effect and ±100 for the full control effect; mostly tested at two doses, the higher about 12 µM
# Target sequence (P35462 whole entry, looked up): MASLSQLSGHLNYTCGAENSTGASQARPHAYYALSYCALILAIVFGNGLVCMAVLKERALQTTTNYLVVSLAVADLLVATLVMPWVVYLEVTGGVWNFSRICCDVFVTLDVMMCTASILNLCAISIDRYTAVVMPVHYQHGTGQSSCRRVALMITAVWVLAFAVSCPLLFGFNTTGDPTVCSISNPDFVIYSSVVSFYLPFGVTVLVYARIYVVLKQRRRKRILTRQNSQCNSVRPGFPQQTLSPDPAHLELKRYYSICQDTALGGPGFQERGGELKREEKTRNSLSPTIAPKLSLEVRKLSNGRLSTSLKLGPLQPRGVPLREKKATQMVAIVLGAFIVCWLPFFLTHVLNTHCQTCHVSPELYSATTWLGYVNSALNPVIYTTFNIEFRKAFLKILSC
#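 Cells plated overnight at 1500 cells/well, then exposed to library compounds with dopamine controls for 90 minutes at 37 degrees C. DiscoveRx reagent added for 30–60 minutes at room temperature; luminescence read, quantitative HTS format.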
# KB-V1 cytotox – kills drug-selected multidrug resistant KB-V1 cells; KB-V1 MDR cells viability, CellTiter-Glo, 72 h; Potency, µM (series often up to 46.1 µM), without a hit: at the highest dose activity change, negative = cytotoxicity, usual class: cytotoxic; 3.4% of 400,000 active; AID 1347076; also: potency is read from the fitted curve at half-maximal effect; % is scaled to controls: 0 for no effect and ±100 for the full control effect; nearly all actives have a fitted effect of over 60% in size
#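 Cytotoxicity via CellTiter-Glo luminescence after 72 h compound exposure at 37 degrees C. Cells: drug-selected KB-V1 line, DMEM phenol-red free plus 10% FBS. Compounds tested at multiple concentrations; normalized data fitted to concentration-effect curves.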
# PTHR1 ag – agonists of human PTHR1 parathyroid hormone receptor; AID 743266; Potency, µM (highest dose often 115 µM), without a hit: at the top dose activation, hits mostly activators; Q03431; 0.075% of 410,000 active; HEK293 GP2 PTHR1 cells, GloSensor cAMP luminescence, 1 h; also: potency is read from the fitted curve at half-maximal effect; nearly all actives have a fitted effect of over 55% in size; some results filed as inactive show a strong effect at the top dose; inactives centre near -15; many of its hits are not listed in these tables
# Target sequence (Q03431 whole entry, looked up): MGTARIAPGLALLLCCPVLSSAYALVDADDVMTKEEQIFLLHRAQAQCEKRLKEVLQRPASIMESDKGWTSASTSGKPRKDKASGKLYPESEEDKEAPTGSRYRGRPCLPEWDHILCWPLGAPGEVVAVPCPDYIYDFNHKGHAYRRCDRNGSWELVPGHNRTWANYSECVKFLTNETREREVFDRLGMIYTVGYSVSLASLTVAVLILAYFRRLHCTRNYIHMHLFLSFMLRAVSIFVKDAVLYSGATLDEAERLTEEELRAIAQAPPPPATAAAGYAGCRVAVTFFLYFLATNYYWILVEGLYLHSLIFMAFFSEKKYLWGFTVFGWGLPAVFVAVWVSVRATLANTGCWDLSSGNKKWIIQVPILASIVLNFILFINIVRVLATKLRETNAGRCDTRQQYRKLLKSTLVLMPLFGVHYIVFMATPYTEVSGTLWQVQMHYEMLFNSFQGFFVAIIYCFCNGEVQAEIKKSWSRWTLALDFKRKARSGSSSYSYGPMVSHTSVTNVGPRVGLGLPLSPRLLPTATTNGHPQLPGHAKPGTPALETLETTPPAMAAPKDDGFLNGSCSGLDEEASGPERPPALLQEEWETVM
#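 HEK-293-derived GP2 cells expressing PTHR1 and a GloSensor cAMP reporter, 3,000/well, plated overnight, given luciferin plus IBMX (each 0.5 mM as added) for 1 h at 37 °C, then compound for 1 h at 37 °C. Luminescence was read after 15 min at room temperature.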
# GLP1R cytotox – cytotoxic in the GLP-1 receptor inverse agonist counter-screen. HEK293 cAMP-luciferase reporter cells, luminescence, 24 h. 0.13% of 410,000 active. Potency, µM (doses to about 38.3 µM), without a hit: top-dose activity change, negative = inhibition, hits mostly inhibitors;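 also: loss of luciferase light is scored as toxicity; potency is read from the fitted curve at half-maximal effect; % is scaled to controls: 0 for no effect and ±100 for the full control effect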
#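 1536-well qHTS counterscreen of the MLSMR; 200 cells/uL, 12 h pre-incubation, 23 nL cpd, 24 h at 37 deg C 5% CO2, luciferase detection reagent, 12 min RT, luminescence. Inhibition = undesired.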
# DRD3 agonist – D3 dopamine receptor (human) agonism; P35462; D3R DiscoveRx beta-arrestin cells, luminescence, 90 min; max activation, %; 0.58% of 410,000 active; AID 652048; in the data active = max activation above about 30%; also: 0% is about no effect; mostly tested at two doses, the higher about 12 µM
#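 Cells at 1500/well, incubated overnight, then treated with pinned compounds (dopamine as control) for 90 min at 37 degrees C. DiscoveRx reagent added for 30 - 60 minutes at room temperature; luminescence read.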
# aSyn rescue – rescues yeast growth from alpha-synuclein toxicity | Yeast expressing alpha-synuclein, growth rescue, BacTiter-Glo, 24 h | Potency, µM (top dose mostly 46.1 µM), for the others: at the highest dose growth rescue (activation), most hits filed as activators | 0.14% of 370,000 active; also: potency is read from the fitted curve at half-maximal effect; % of control where 0% means no effect; nearly all actives have a fitted effect of over 65% in size
#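 Readout is rescue of growth in alpha-synuclein-expressing yeast, so inhibitors of toxicity appear as activators. Growth after 24 hr at 30 deg C in galactose medium is quantified by luminescence.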
# Active calls of the source: *; i = inactive; ? = inconclusive; · = no result given; & = joins results of further samples; [ ] = dose if it differs, or a comment. Unless noted, calls follow the shape of the dose curve; as a rule, active = well fitted curve in the direction sought with a large enough effect; inconclusive = small, poorly fitted or top-dose-only effect, or another doubt; inactive = no such curve, though single readings can be large; an effect the other way counts as inactive or inconclusive. The list is partial; rates above refer to the full screens.
SMILES,TDP43 rescue,GLP-1R inv ag,GLP-1R agonist,DRD3 antagonist,KB-V1 cytotox,PTHR1 ag,GLP1R cytotox,DRD3 agonist,aSyn rescue
CC1(C)COC(c2cccn2Cc2ccc(F)cc2Cl)=N1,0.6%,?,-2.3%,7.6,-9.1%,-87.9%[inhibitor],-11.7%,-1.1,-1.2%
Cc1cccc(C)c1NC(=O)COC(=O)C1CC(=O)N(Cc2ccccc2)C1 (stereo not given),0.1%,0.6%[0.307 µM],9.9%,-2.3,7.4%,-4.0%,-1.6%[0.307 µM],-5.0,-1.6%
O=C1OC(c2ccccc2)=CC1=Cc1ccccc1O,?,-16.6%,-4.7%,-25.8,7.3%,i,4.6%,-6.3,9.9%
O=C(CSc1ccccc1)N1CCN(S(=O)(=O)c2cccs2)CC1,5.2%,3.7%,16.3%,-13.1,2.9%,i,-2.2%,1.6,0.5%
COc1ccc(CN2[C@@H](CC(=O)O)c3cc(C(F)(F)F)ccc3S2(=O)=O)cc1,-9.1%,1.1%,-0.9%,-3.1,-4.8%&0.2%,-4.0%,7.8%,-7.4,-0.4%
Cc1ccc(NC(=O)Nc2cccc(C)n2)cc1,16.5%&20.5%,16.3%&10.0%,12.0%,10.4,-4.3%&0.0%,-35.1%&-28.0%[inhibitor],16.8%&-12.9%,-0.5&6.6,-0.4%
Cc1ccc(OCC(=O)Nc2ccc3c(c2)nc(CCN2CCN(c4ccccn4)CC2)n3C)cc1,7.8%,-7.9%,-7.2%,-3.4,-13.2%,-53.8%[inhibitor],-10.2%,7.1,10.4%
COc1ccc(CCn2c(-c3ccc(OC)cc3)nc3c(c(=O)c4ccccc4n3C)c2=O)cc1,-37.3%[inhibitor],18.3%,16.2%,-4.1,?,i,-8.3%,-0.3,14.7%
COc1cc(NC(=O)CCc2nnc3ccc(N4CCCC4)nn23)cc(OC)c1OC,-9.9%,65.2%[activator],1.1%,1.8,15.1%,i,-5.0%,7.6,-4.1%
COc1ccc(Nc2nnc(SCC(=O)NC3CC3)s2)cc1,9.5%,10.6%,0.9%,6.6,-6.4%,-1.1%,-11.3%,2.4,2.2%
COC(=O)c1cc(C)nc2c1c(=O)nc(SCc1cccc(C)c1)n2C1CC1,12.4%,5.5%,·,·,9.3%,-8.1%,8.7%,-6.1,·
CN(C)CCNC(=O)c1c(O)c2c([nH]c1=O)CCCC2,-10.0%,0.0%,-6.6%,13.5,12.7%,-19.4%[57.5 µM],5.1%,-1.8,-3.1%
Cc1cccc(OCC(=O)Nc2ccccc2C(=O)OCc2cc(=O)n3nc(C)sc3n2)c1,22.9%,2.6%,·,·,·,i,-4.8%,7.8,·
O=C1NC[C@@H](CCCCN2C[C@H](Cc3ccc(O)cc3)N(CCc3ccc(O)cc3)C(=O)C2=O)N(CCc2ccc(O)cc2)C1=O,0.0%,4.8%,-3.6%,2.6,15.5%,-12.6%,0.6%,2.0,0.4%
CCC(C)(C)n1nnnc1C(c1cccs1)N1CCN(c2nc3ccccc3s2)CC1 (stereo not given),-12.9%,-23.1%,-0.3%,-16.1,?,-35.6%[inhibitor][57.5 µM],-4.3%,-16.0,6.8%
O=C(CN1C(=O)S/C(=C\c2ccc(Cl)cc2)C1=O)NC1C=CS(=O)(=O)C1 (stereo not given),?,103.8%[activator],-5.7%,19.1,-0.8%,i,-3.1%,-2.2,2.2%
Cc1ccc(NC(=O)CSc2cn(CC(=O)N3CCOCC3)c3ccccc23)cc1Cl,17.4%,-6.5%,·,·,·,-80.4%[inhibitor],2.0%,18.0,·
COc1ccc2nc(N(Cc3cccnc3)C(=O)c3ccco3)sc2c1,?,-0.1%,·,·,·,-29.5%,2.3%,5.5,·
Cc1ccc(NC(=O)C(Cc2ccccc2)N2Cc3ccccc3C2=O)cc1Cl (stereo not given),21.1%,?,·,·,·,-21.4%,-1.7%,-22.4,·
CC1(C)C2(C#N)C(=O)NC(=O)C12C#N (stereo not given),-14.2%,1.1%,8.9%,3.5,5.9%,i,1.5%,1.3,-1.7%
COc1ccc(CNc2ncnc3onc(-c4ccc(F)cc4)c23)cc1,?,?,·,·,?,?,-2.4%,-8.7,·
CCc1nc2ccc(C(=O)NCCCN(C)C)cn2c1N(CC)CCOC,21.4%,26.8%,-4.6%,24.1,4.1%,i,8.4%,4.8,-0.1%
C=CC[C@@H](Cc1ccc(F)cc1)C(=O)OC[C@H]1CCCN1C(=O)[C@@H](CC=C)CC(=O)N[C@@H](CO)Cc1ccccc1,14.9%,?,1.4%,25.5,-0.1%,-16.0%,-15.0%,17.6,1.8%
COc1cccc(/C=N/NC(=S)Nc2cccnc2)c1,-3.3%[9.22 µM],?,14.5%,-9.3,3.7%,i,?,-4.7,-13.3%
O=[N+]([O-])c1ccccc1OCCN1CCOCC1,10.5%,11.7%,-7.8%,-15.3,22.7%,-19.8%,5.3%,2.0,-10.0%
CCCNC(=O)C(Cc1ccc(F)cc1)NC(=O)c1ccc(C#N)cc1 (stereo not given),6.3%,-11.1%,12.9%,2.2,-4.9%,-11.0%,-13.4%,-6.0,-2.8%
CCOCCCn1c(SCC(=O)NCCCOC)nc2c(sc3ccccc32)c1=O,-31.7%[inhibitor],6.4%,·,·,8.1%,i,-0.6%,-10.5,·
Cc1ccc(O)c(N=Cc2sc3ccccc3c2Cl)c1,-6.6%,198.4%[activator],7.0%,10.6,0.0%,-33.7%[inhibitor],-9.7%,4.7,2.1%
CCCCn1cc(S(=O)(=O)c2ccc(C)c(C)c2)c(=O)c2cc(F)c(N(CC)CC)cc21,13.5%,13.2%,·,·,?,i,-2.3%,0.0,·
N#Cc1c(-c2ccccc2)nc(SCC(=O)NC2CCCCC2)[nH]c1=O,19.4%,29.5%,-4.2%,3.5,?,-0.2%,1.8%,-0.6,-0.7%

# Ordered by molecular weight (smallest number first): part of the list above
SMILES,TDP43 rescue,GLP-1R inv ag,GLP-1R agonist,DRD3 antagonist,KB-V1 cytotox,PTHR1 ag,GLP1R cytotox,DRD3 agonist,aSyn rescue
COc1cccc(/C=N/NC(=S)Nc2cccnc2)c1,-3.3%[9.22 µM],?,14.5%,-9.3,3.7%,i,?,-4.7,-13.3%
Cc1ccc(O)c(N=Cc2sc3ccccc3c2Cl)c1,-6.6%,198.4%[activator],7.0%,10.6,0.0%,-33.7%[inhibitor],-9.7%,4.7,2.1%
COc1ccc(Nc2nnc(SCC(=O)NC3CC3)s2)cc1,9.5%,10.6%,0.9%,6.6,-6.4%,-1.1%,-11.3%,2.4,2.2%
CCc1nc2ccc(C(=O)NCCCN(C)C)cn2c1N(CC)CCOC,21.4%,26.8%,-4.6%,24.1,4.1%,i,8.4%,4.8,-0.1%
O=C(CSc1ccccc1)N1CCN(S(=O)(=O)c2cccs2)CC1,5.2%,3.7%,16.3%,-13.1,2.9%,i,-2.2%,1.6,0.5%
Cc1cccc(OCC(=O)Nc2ccccc2C(=O)OCc2cc(=O)n3nc(C)sc3n2)c1,22.9%,2.6%,·,·,·,i,-4.8%,7.8,·
COc1ccc(CCn2c(-c3ccc(OC)cc3)nc3c(c(=O)c4ccccc4n3C)c2=O)cc1,-37.3%[inhibitor],18.3%,16.2%,-4.1,?,i,-8.3%,-0.3,14.7%

# (further entries)
SMILES,TDP43 rescue,GLP-1R inv ag,GLP-1R agonist,DRD3 antagonist,KB-V1 cytotox,PTHR1 ag,GLP1R cytotox,DRD3 agonist,aSyn rescue
CCOC(=O)c1c(C)oc2nc(C)nc(NCCCN3CCN(c4cc(C)ccc4C)CC3)c12,14.7%,11.0%,·,·,?,?,12.6%,-19.1,·
O=c1c2cnn(-c3ccccc3)c2ncn1CCc1ccccc1,20.5%,-17.2%,0.5%,0.2,7.8%,-27.4%,2.5%,2.7,4.8%
CCN(CC)C(=O)CSc1nnc(-c2cc(OC)cc(OC)c2)o1,-23.1%,?,19.5%,-23.1,-18.5%,?,5.9%,-22.0,5.6%
CN1CCN(C(=O)Cn2c(-c3cccs3)cc3cc(Cl)ccc32)CC1,6.2%,?,·,·,0.5%,i,-14.9%,-0.3,·
CCN(CC)CCN1C(=O)C(O)=C(C(=O)c2sc(C)nc2C)C1c1cccnc1 (stereo not given),-2.8%,4.8%,6.0%,8.8,5.3%,-8.1%[57.5 µM],15.6%,-4.3,5.6%
Cc1cc(C)cc(N(CC(=O)NCc2ccccc2)C(=O)CCC(=O)Nc2ccccn2)c1,18.6%,-2.6%,5.1%,7.9,-22.6%,i,-16.2%,-10.2,1.3%
Cc1ccc(C[n+]2cccc(-c3ccccc3)c2)c(C)c1,-10.9%,-24.5%,-2.3%,-21.3,10.9%,-6.1%,?,-11.7,-10.8%
COc1ccc(C[C@H]2CN3C(=NC[C@@H]3C(C)C)N2CCNC(=O)c2ccc(C)c(Br)c2)cc1,9.0%,?,3.9%,-64.3*,?,-14.5%,?,-55.0,-6.5%
C[N+]1(CN2C(=O)C3C4C=CC(C4)C3C2=O)CCCCC1 (stereo not given),-0.9%,1.2%,-3.1%,?,2.2%,i,1.3%,-22.6,-6.2%
Cc1ccc(NC(=O)Cn2c([N+](=O)[O-])cnc2C)cc1,-12.0%,4.0%[0.307 µM],-15.2%,-0.4,7.5%,i,19.6%[0.307 µM],-4.0,-1.1%
O=C(O)CSc1nnnn1C1CCCCC1,-5.4%,5.5%,-0.1%,7.5,1.8%,-3.9%,15.5%,4.9,9.3%
CSc1nc(-c2ccccc2)nn1S(=O)(=O)c1ccccc1,1.3%,7.1%,-29.7%,-5.5,23.7%,-1.2%,-0.8%,-0.9,-6.3%
Cc1ccc(Nc2c(-c3ccsc3)nc3cccc(C)n23)cc1,-1.0%,?,·,·,-0.7%,-31.0%[inhibitor],-22.1%,2.0,-24.3%
